PAD4 inh – inhibitors of human PAD4 | recombinant PAD4, RCA probe fluorescence polarization | 330,000 compounds, 0.41% hits | AID 485272 | inhibition, % at 6.36 µM | Q9UM07;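 active = percent inhibition above a cutoff equal to the mean of all tested compounds plus 3 SD, cut at about 15% in these data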;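 note: 0% = PAD4 with RCA probe and DMSO and 100% = probe without PAD4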
PAFAH1B3 FP inh – inhibitors of human PAFAH1B3 | Q15102 | 340,000 compounds, 0.28% hits | inhibition, % at 3.39 µM | recombinant PAFAH1B3, FP-rhodamine probe, fluorescence polarization;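 active = inhibition above the screen-wide average of all tested compounds plus 3 SD, cut at about 25% in these data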;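 note: 0% = enzyme with DMSO only and 100% = wells lacking PAFAH1B3 protein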
LYPLA2 inh – blocks human lysophospholipase 2, a PME1 counter-screen | O95372 | recombinant LYPLA2, FP-Rh probe fluorescence polarization | inhibition, % at 5.9 µM | 320,000 compounds, 0.38% hits | AID 2177;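 active = inhibition above the screen-wide mean plus 3 SD, limit set per campaign, cut at about 26% in these data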;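 note: 0% = LYPLA2 with DMSO and 100% = wells lacking LYPLA2 enzyme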
Target sequence (O95372 whole entry, looked up): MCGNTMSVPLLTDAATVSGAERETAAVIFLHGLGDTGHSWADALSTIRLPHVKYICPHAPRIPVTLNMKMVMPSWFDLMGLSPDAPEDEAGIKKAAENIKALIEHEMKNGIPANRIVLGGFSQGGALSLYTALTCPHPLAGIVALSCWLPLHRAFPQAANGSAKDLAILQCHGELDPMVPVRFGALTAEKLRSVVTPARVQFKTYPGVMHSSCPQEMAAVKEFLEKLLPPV
LYPLA1 counter – blocks human lysophospholipase 1, a PME1 counter-screen. O75608. recombinant LYPLA1, FP-Rh probe fluorescence polarization. inhibition, % at 5.9 µM. 320,000 compounds, 0.16% hits. AID 2174;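 active = inhibition above the mean of all tested compounds plus 3 SD, set per campaign, cut at about 14% in these data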;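 note: inhibitors block serine hydrolase probe labeling of LYPLA1 so polarization falls; 0% = enzyme with DMSO and 100% = wells lacking LYPLA1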
Target sequence (O75608 whole entry, looked up): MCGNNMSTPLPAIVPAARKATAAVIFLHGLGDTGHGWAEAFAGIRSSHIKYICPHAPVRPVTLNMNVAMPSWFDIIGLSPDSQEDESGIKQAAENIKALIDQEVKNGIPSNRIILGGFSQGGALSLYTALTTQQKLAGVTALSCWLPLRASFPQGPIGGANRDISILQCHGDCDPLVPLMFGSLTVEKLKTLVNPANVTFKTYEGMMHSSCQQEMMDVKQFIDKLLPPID
ZTA counter – blocks Epstein-Barr virus ZTA, an EBNA-1 counter-screen; ZTA-DNA binding, fluorescence polarization; 320,000 compounds, 0.15% hits; inhibition, % at 11 µM; P03206; in the data active = inhibition above about 33%
Target sequence (P03206 whole entry, looked up): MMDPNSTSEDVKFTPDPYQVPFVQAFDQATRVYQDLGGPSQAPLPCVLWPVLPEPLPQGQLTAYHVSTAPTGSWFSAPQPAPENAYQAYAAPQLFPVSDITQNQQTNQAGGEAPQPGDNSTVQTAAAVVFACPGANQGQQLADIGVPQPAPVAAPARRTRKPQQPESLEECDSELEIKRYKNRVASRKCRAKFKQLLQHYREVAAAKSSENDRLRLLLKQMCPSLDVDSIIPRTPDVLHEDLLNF
EBNA-1 inhibitor – blocks EBNA-1 binding to DNA | EBNA-1 DNA binding, fluorescence polarization | inhibition, % at 14.8 µM | 300,000 compounds, 0.34% hits | AID 1950; in the data active = inhibition above about 28%
PAFAH2 FP inh – PAFAH2 (human) inhibition; recombinant PAFAH2, FP-rhodamine activity probe, fluorescence polarization; Q99487; AID 492956; inhibition, % at 3.39 µM; 340,000 compounds, 0.99% hits;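 active = inhibition above the mean over all tested compounds plus 3 SD, cut at about 30% in these data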;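 note: inhibitors block probe labeling of enzyme so polarization drops; 0% = enzyme with DMSO and 100% = wells lacking PAFAH2 protein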
GSTO1 inh – blocks human GSTO1 in RBBP9 counter-screen; 300,000 compounds, 1.1% hits; recombinant GSTO1, activity-based probe fluorescence polarization; inhibition, % at 5.96 µM; P78417; AID 1974;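 active = inhibition above the campaign mean inhibition plus 3 SD, cut at about 35% in these data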;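 note: 0% = GSTO1-1 with DMSO and 100% = wells lacking GSTO1-1 enzyme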
PREPL inh – inhibitors of human prolyl oligopeptidase-like enzyme PREPL. 320,000 compounds, 0.68% hits. inhibition, % at 5.96 µM. recombinant PREPL, fluorescence polarization activity-based probe. Q4J6C6. AID 2751; in the data active = inhibition above about 43%;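 note: 0% = enzyme with DMSO and 100% = wells lacking enzyme; many of its hits are not listed in these tables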
Active calls of the source: *; nt = not tested or not shown. This is a subset (hit frequency here may not be typical).

No.	smiles	GSTO1 inh	EBNA-1 inhibitor	ZTA counter	PAD4 inh	LYPLA1 counter	PAFAH1B3 FP inh	PREPL inh	LYPLA2 inh	PAFAH2 FP inh
1	CC(C)CC[C@@H](O)[C@](C)(O)C1CC[C@@]2(O)C3=CC(=O)[C@@H]4C[C@@H](O)[C@@H](O)C[C@]4(C)C3CC[C@]12C (stereo partly specified)	nt	nt	nt	-2	nt	3	-1	nt	7
2	CC(C)NS(=O)(=O)c1ccc(NC(=O)C(C)OC(=O)CCC(=O)c2cccs2)cc1 (stereo unspecified)	nt	nt	8	2	2	5	4	8	1
3	CC(=O)N1CCN(c2ccccc2NC(=O)c2cc3ccccc3o2)CC1	1	-8	6	1	-3	-2	8	-3	-1
4	CC(C)NC(=O)/C(C#N)=C/c1ccc2c(c1)OCCO2	1	1	-3	2	1	-2	4	2	-2
5	Cc1ccc(OCc2nnc(SC(C)C(=O)O)n2-c2ccccc2)cc1 (stereo unspecified)	-3	-18	2	2	2	3	0	2	-4
6	CCOC(=O)Cn1nc(-c2ccccc2)nc1-c1ccccc1	-3	-13	24	-2	-5	-3	11	1	-3
7	CCOc1ccc(NC(=O)COc2ccc(C(=O)NCC3CCCO3)cc2OC)cc1 (stereo unspecified)	nt	nt	-10	-4	-1	7	1	-2	-1
8	Cc1cn2c(-c3ccc(Cl)cc3)nnc2s1	1	0	1	-2	2	20	9	1	-1
9	O=C(COc1ccc2ccccc2c1)NNC(=O)Cc1ccccc1	-2	28*	6	7	-4	4	-2	-12	4
10	OCCCCCN=c1cc(-c2ccccc2)oc2ccc(Cl)cc12	-4	2	3	1	2	3	-17	0	3
11	O=C(CNC(=O)c1ccco1)N/N=C/c1cccs1	12	-2	4	-5	0	3	-2	6	4
12	CCN1CCN(Cc2ccc(NC(=O)c3ccc(C)c(NC(=O)c4nccn4C)c3)cc2C(F)(F)F)CC1	-1	-2	3	3	2	-9	-7	-2	1
13	C=C(C)CNC(=S)Nc1cccc2cnccc12	4	-2	-5	-4	1	9	17	3	-1
14	COc1cc(NC(=O)C(C)C)ccc1NC(=O)c1ccco1	3	-1	7	-7	-1	4	17	0	0
15	O=C(Nc1nnc(SCc2cccc3ccccc23)s1)C1COc2ccccc2O1 (stereo unspecified)	-27	6	8	2	-10	-7	-24	-17	24
16	O=C(COC(=O)CCc1ccccc1)NNC(=O)c1ccccc1	nt	nt	nt	-8	nt	3	8	nt	0
17	COc1ccccc1-c1nnc(SCC(=O)N2CCC(C)CC2)o1	1	0	3	-2	-2	6	5	1	0
18	NC(=O)c1sc2nc3c(cc2c1N)CCCCCC3	5	7	-2	-2	2	0	6	3	0
19	CCc1c(O)nc(SCC(=O)N(CC)CC)[nH]c1=O	8	2	-3	0	2	-2	-3	7	5
20	COc1ccc(S(=O)(=O)N2CCC(C(=O)N[C@H](C(=O)NCc3ccncc3)C(C)C)CC2)cc1	1	-8	-12	-3	4	7	1	8	8
21	O=c1[nH]cnc2sc3c(c12)CN(Cc1ccccc1)CC3	14	-1	7	2	-2	11	4	-3	1
22	CC(/C=C/c1ccco1)=N\NC(=O)c1cccnc1	11	-11	-11	-4	2	3	15	-4	9
23	O=C(NCCOCCOCCNC(=O)c1ccccc1)c1ccccc1	1	-5	-8	-2	0	1	1	-2	-8
24	O=C1c2ccccc2NC(c2cccc(O)c2)N1NS(=O)(=O)c1ccccc1 (stereo unspecified)	5	12	10	0	-6	-1	0	-1	15
25	COc1ccccc1NC(=S)N1CCCC1	4	2	-1	0	2	0	2	-1	2
26	COc1ccc(/C=N/NC(=O)c2cccc(NC(=O)c3ccccc3Cl)c2)cc1OC	-4	-8	-21	-6	-10	5	-18	-20	-6
27	O=C(N/N=C/c1ccco1)C1(O)c2ccccc2-c2ccccc21	1	0	-9	1	2	nt	-8	10	nt
28	CCOC(=O)c1ccc(CC(=O)c2oc3cc(O)ccc3c2C)o1	-1	8	0	-7	-8	1	7	-6	-2
29	Cn1c(N)c(C(=O)COC(=O)COc2ccc(C#N)cc2)c(=O)n(C)c1=O	-6	3	7	-7	0	3	-3	-2	0
30	Cc1cc(C)c(NC(=O)C(C)Sc2nc3ccc(N4C(=O)c5ccccc5C4=O)cc3s2)c(C)c1 (stereo unspecified)	-5	-2	-5	1	2	-1	1	10	-10

Additional results:
No.	smiles	GSTO1 inh	EBNA-1 inhibitor	ZTA counter	PAD4 inh	LYPLA1 counter	PAFAH1B3 FP inh	PREPL inh	LYPLA2 inh	PAFAH2 FP inh
31	COC(=O)c1c(NC(=O)COC(=O)CCNS(=O)(=O)c2ccccc2)sc(C)c1C	3	0	15	1	2	2	13	8	9
32	C[C@H](NC(=O)[C@H](Cc1ccccc1)n1c(=O)[nH]c2ccccc2c1=O)C(=O)N1CCC(C(=O)O)CC1	-8	-1	16	5	-2	7	0	-4	1
33	CCOC(=O)c1cc(-c2ccc3c(c2)OCO3)nc2onc(C)c12	-4	4	-8	-1	-1	1	7	7	-6
34	COc1ccc(N2CC(C(=O)NCCc3c[nH]c4ccccc34)CC2=O)cc1 (stereo unspecified)	0	2	4	3	1	-5	5	2	-18
35	O=C(CCN1C(=O)COc2ccccc21)NCCCN1CCN(c2ccc(F)cc2)CC1	0	0	-7	4	4	2	35	5	9
36	CC(N=C1NS(=O)(=O)c2ccccc21)c1ccccc1 (stereo unspecified)	11	1	-3	-4	1	0	3	5	2
37	Cc1ccccc1COc1ccc(/C=C(\C#N)C(N)=O)cc1	9	-4	3	-1	-4	3	20	0	-7
38	CCOc1ccc(NN=C(C(=O)OC)C(=O)OC)c([N+](=O)[O-])c1	4	3	-15	-4	-2	5	-4	0	-3
39	CCCSc1ccc(-c2nn(-c3ccccc3)cc2/C=C(/C#N)C(=O)NCCCOC)cc1	7	-4	5	6	-3	10	-6	0	3
40	CCc1ccc2oc(C(=O)N3CCN(c4ccc(OC)cc4)CC3)cc(=O)c2c1	-12	1	14	0	2	8	15	11	0
41	O=C(c1ccccn1)c1ncc(C(F)(F)F)cc1Cl	6	1	-4	3	-1	7	1	0	8
42	Cn1c(C(=O)Nc2ccc3c(c2)OCO3)cc2c(=O)n(C)c3ccccc3c21	5	-2	0	-2	3	1	11	-4	-1
43	O=C(/C=C/c1ccccc1)NC1CCSC1=O (stereo unspecified)	2	6	6	6	-2	2	5	-4	0
44	COc1ccc(C2c3sc(=O)[nH]c3SC3C4CCC(C4)C23)cc1 (stereo unspecified)	-2	3	-4	-6	0	9	4	2	7
45	COc1ccc(/C(O)=C/C(=O)C(=O)Nc2c(C)n(C)n(-c3ccccc3)c2=O)cc1	7	-6	1	0	-4	4	13	2	5
46	COc1ccc(S(=O)(=O)Nc2ccc(F)cc2)cc1N(C)S(=O)(=O)c1ccc(Cl)cc1	7	-6	-10	0	-2	3	-2	-1	6
47	Cc1cccc(OCC(O)Cn2c(NCCCOC(C)C)nc3c2c(=O)[nH]c(=O)n3C)c1 (stereo unspecified)	5	1	-8	-3	6	7	4	2	9
48	CCN(CC)c1ccc(NC(=O)CSc2ccsc2[N+](=O)[O-])c(C)c1	18	-3	6	0	-2	8	14	15	10
49	COc1ccc(OCCN2CCN(C(=O)c3ccc(OC)cc3)CC2)cc1	-3	-9	-11	-6	3	15	7	14	7
50	CC1CCCN(S(=O)(=O)c2ccc(CN3C(=O)c4cccnc4C3=O)cc2)C1 (stereo unspecified)	0	-7	-8	-3	3	7	2	-3	0
51	CCc1ccc(/C=C/c2c[nH]c3ccccc23)[n+](CC)c1	5	-1	-6	0	-1	-4	18	-4	-9
52	CC(C)Oc1ccc(/C=N/NC(=O)c2nnn(-c3nonc3N)c2CN(C)c2ccccc2)cc1	-1	-17	-4	-6	-10	-2	18	-25	-15
53	Cc1nc(C(=O)O)nn1-c1ccc([N+](=O)[O-])cc1	-2	8	-6	-7	-1	4	-6	1	7
54	O=C(NNC1CC(=O)N(c2ccc(Br)cc2)C1=O)c1ccccn1 (stereo unspecified)	3	9	10	-3	-1	3	3	-1	2
55	CCC(OC(=O)C1=Cc2ccccc2OC1)C(=O)NCc1ccco1 (stereo unspecified)	4	12	10	-8	0	3	-5	5	0
56	Cc1ccccc1Cn1cc(NC(=O)c2cc(C3CC3)on2)cn1	2	6	2	4	-1	3	-34	2	-1
57	Cc1cc(C)c(C)c(S(=O)(=O)N(C)CCc2ccccn2)c1C	nt	nt	nt	1	nt	5	18	nt	-2
58	O=C(O)c1ccc(CSc2nnc(COc3ccccc3)o2)cc1	10	4	4	-2	0	4	-1	1	7
59	COCCCNC(=S)Nc1cc(C)c(C)cc1C	-2	5	-6	-1	1	7	10	5	-1
60	COc1ccc(NC(=O)NC2CCCCC2C)cc1 (stereo unspecified)	2	10	-8	-8	0	1	0	3	7

Next section.
No.	smiles	GSTO1 inh	EBNA-1 inhibitor	ZTA counter	PAD4 inh	LYPLA1 counter	PAFAH1B3 FP inh	PREPL inh	LYPLA2 inh	PAFAH2 FP inh
61	O=C(NC1CC1)C(Cl)c1ccccc1 (stereo unspecified)	4	2	13	-4	1	1	-5	1	10
62	O=C(NC(=S)Nc1ccc(NC(=O)c2ccco2)cc1)c1ccccc1	3	13	4	-1	0	6	-3	2	-1
63	CCn1c(-c2cccn(Cc3ccccc3)c2=O)n[nH]c1=S	10	-1	4	-6	-3	-3	6	-6	-2
64	CCN1CCN(CC(=O)N/N=C/c2cc(Br)cs2)CC1	3	-10	-6	-7	1	3	3	-1	2
65	COCC(COS(N)(=O)=O)C(C)C (stereo unspecified)	3	9	19	4	-1	8	1	0	2
66	CC1CC(C)CN(C(=O)COC(=O)C2CCN(S(=O)(=O)c3ccc4c(c3)OCCO4)CC2)C1 (stereo unspecified)	-6	-6	-11	-2	2	-1	12	3	1
67	CC1CCC2(CC1)NC(=O)N(CC(=O)NC1(C#N)CCCCC1)C2=O (stereo unspecified)	6	-13	-7	3	-2	7	-9	-6	1
68	COc1ccc(NC(=O)CN(C)C(=O)CCNC(=O)c2ccccc2OC)cc1	0	-15	0	-1	1	1	12	-4	3
